High-throughput results from PubChem.
ERK EGF block: blocks ERK signaling stimulated by EGF; HEK293-V1b, EGF-stimulated phospho-ERK AlphaScreen; Potency, µM (highest dose often 11.5 µM), without a hit: at the highest dose activity change, negative = inhibition, hits mostly inhibitors; 0.41% of 130,000 active; active = well fitted inhibition curve with a large enough effect; inconclusive = small, poorly fitted or top-dose-only effect, or effect the other way;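 also: plate controls were stimulated vehicle wells for no effect and unstimulated vehicle basal for full effect; nearly all actives have a fitted effect of over 55% in size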
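EGF-stimulated (25 nM, 5 min) phospho-ERK in HEK293 cells stably expressing V1b, cells pretreated 30 min with compound at 37C. Homogeneous AlphaScreen read on lysates.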
An asterisk follows results filed as active; ? = inconclusive; [ ] = dose if it differs, or a comment. Potency is read from the fitted curve at half-maximal effect. The list is partial, so the mix of outcomes need not match the whole.

SMILES | ERK EGF block
CCOC(=O)c1c(CSc2ccsc2)n(C)c2cc(Br)c(O)c(CN(C)C)c12 | -8%[57.5 µM]
COc1ccc(C(=O)C[n+]2cccc(C)c2)cc1 | 12%
Fc1ccccc1Oc1nc(-c2ccncc2)nc2ccccc12 | ?
COc1ccccc1/C=C1/SC(=O)N(CCC(=O)Nc2ccc(S(=O)(=O)Nc3nccs3)cc2)C1=O | -3%
O=C(Cn1cnc2c(nnn2Cc2ccccc2)c1=O)c1ccccc1 | ?
O=C(CSc1ccc(-c2ccco2)nn1)c1ccc(F)cc1 | 4%
Cc1cc(/C=C2\NC(=O)N(Cc3ccc(Cl)cc3)C2=O)c(C)n1C | 8%
O=C(NN=C1CCCC1)c1[nH]c2ccc(Br)cc2c1-c1ccccc1 | ?
O=C(NCCN1CCCC1)c1ccc(Cl)cc1 | 2%
Cc1cc(/C=N/NC(=O)c2ccncc2)c(C)n1-c1ccccc1 | 3%
COc1ccc(CC(=O)N2N=C(C)CC2(O)C(F)(F)F)cc1 (stereo not drawn) | 0%
O=C(Nc1ccc(Cl)cc1C(F)(F)F)C(Sc1cccc[n+]1[O-])c1ccccc1 (stereo not drawn) | -3%
C=CCn1c(O)c(N=NC(=O)OCC)c2ccccc21 | -10%
Cn1c(=O)c(=O)n(C)c2cc(S(=O)(=O)NCc3ccc(Cl)cc3)ccc21 | 29%
CC1CCN(S(=O)(=O)c2ccc(S(=O)(=O)N3CCC4(CC3)OCCO4)cc2)CC1 | -7%
CCOC(=O)C1CCCN(C(=O)c2sc3nc(C)nc(N(CC)CC)c3c2C)C1 (stereo not drawn) | 16%
O=C(Cn1nc(-c2ccccc2)c2ccccc2c1=O)NN1CCOCC1 | 1%[57.5 µM]
COc1cc(/C=C/C(=O)NCc2nc3ccccc3[nH]2)cc(OC)c1OC | 1%[57.5 µM]
Nc1nnc(CSCc2cccc(Br)c2)s1 | -6%
COc1ccc2cnnc(SCC(=O)Nc3ccc(C(C)=O)cc3)c2c1OC | -5%
COc1ccc(N=Cc2nc(-c3ccccc3)oc2OC(=O)c2ccccc2)cc1 | 6%
Cc1cc(C)c(COc2ccc(/C=N/n3c(C)n[nH]c3=S)cc2)c(C)c1 | 8%
S=C(NCCCN1CCOCC1)Nc1cccc(Cl)c1 | -6%
O=C1NC(=Nc2cccnc2)S/C1=C/c1ccc(F)cc1 | 5%[57.5 µM]
COc1cccc(C(=O)NC(=S)Nc2ccc(N(C)C)cc2)c1 | ?

Among those listed so far, these have a thiophene ring, fused or not:
SMILES | ERK EGF block
CCOC(=O)c1c(CSc2ccsc2)n(C)c2cc(Br)c(O)c(CN(C)C)c12 | -8%[57.5 µM]
CCOC(=O)C1CCCN(C(=O)c2sc3nc(C)nc(N(CC)CC)c3c2C)C1 (stereo not drawn) | 16%

5 records picked at random from the list so far, as already listed:
SMILES | ERK EGF block
S=C(NCCCN1CCOCC1)Nc1cccc(Cl)c1 | -6%
CCOC(=O)c1c(CSc2ccsc2)n(C)c2cc(Br)c(O)c(CN(C)C)c12 | -8%[57.5 µM]
C=CCn1c(O)c(N=NC(=O)OCC)c2ccccc21 | -10%
CCOC(=O)C1CCCN(C(=O)c2sc3nc(C)nc(N(CC)CC)c3c2C)C1 (stereo not drawn) | 16%
COc1ccc(CC(=O)N2N=C(C)CC2(O)C(F)(F)F)cc1 (stereo not drawn) | 0%

Next entries
SMILES | ERK EGF block
Cc1cc(N/C=C/C(=O)c2ccc(Br)cc2)no1 | -3%
COc1cc(/C(C)=N/N2CCOCC2)cc(OC)c1OC | 0%
Cc1n[nH]c(C)c1CS(=O)(=O)c1ccccc1 | -5%
CS(=O)(=O)N1CCC2(CC1)CN(C(c1ccccc1)c1ccccc1)C2 | 2%
Cc1ccc(N2C(S)=C(C#N)C(=O)NC23CCCCC3)cc1 | 3%
CC1CN(C(=S)Nc2ccccc2)N(c2ccccc2)C1 (stereo not drawn) | 1%
Cc1ccc(N2C(=O)N(CC(=O)Nc3ccc(C)c(C)c3[N+](=O)[O-])C(=O)C2C)cc1 (stereo not drawn) | -5%
NS(=O)(=O)c1ccc2ccccc2c1 | -9%[57.5 µM]
O=C(Cc1ccc(Cl)cc1)Nc1ncccn1 | 0%
CC(C)c1ccc(NC(=O)N2CCN(S(=O)(=O)c3ccccc3)CC2)cc1 | -6%
CC(=O)Nc1cccc(OCc2ccc(F)cc2)c1 | -10%
C[N+]12CCCCC1[C@@H](CO)CCC2 (stereo partly drawn) | 3%[57.5 µM]
CCC(=O)N1C(=O)C2(Nc3ccccc3N2)c2ccccc21 | 9%
CN(C)c1c(F)cc(C(=O)NCc2ccccc2)cc1F | 14%[57.5 µM]
CCCOC(=O)c1ccc(-c2ccc(C=O)o2)cc1 | 2%
O=C(NCCN1CCCCCC1)C1CCCN1S(=O)(=O)c1cccc2nsnc12 (stereo not drawn) | -21%[57.5 µM]
Cc1c(/C=N\NC(=O)c2cc3ccccc3o2)c2ccccc2n1C | -2%
COc1ccc(OC)c(NC(=O)C2C3CC4OC(=O)C2C4C3)c1 (stereo not drawn) | 0%
COC(=O)c1ccc(S(=O)(=O)NCc2ccc(OC)cc2)n1C | -4%[57.5 µM]
Cn1cnnc1SCC(=O)Nc1ccccc1 | 6%
COCCNc1nc(C)cc(-c2cc(C(=O)NC3CCCC3)on2)n1 | 4%[57.5 µM]
Cc1ccc(C(c2sc3ncnn3c2O)N2CCCCC2)cc1 (stereo not drawn) | 7%
COc1cc(/C=N/NC(=O)Nc2ccccc2)ccc1OC(C)=O | 12%
COCCNc1nc(C)nc2c1nc(-c1ccccc1)n2CCN(C)C | 5%
Fc1cccc(-c2nnn3c2nc(Cl)c2ccccc23)c1 | ?
Continued.
SMILES | ERK EGF block
CCOC(=O)c1nnn2c1nc(N1CCN(C)CC1)c1ccccc12 | -1%[57.5 µM]
Cc1ccc(C(=O)NC(=S)Nc2ccccc2N2CCCC2)cc1[N+](=O)[O-] | ?
CCN(CC)S(=O)(=O)c1ccc(/C=C/C(=O)Nc2ccc(Br)cc2F)cc1 | -1%
COc1cc2c(-c3ccc(O)cc3)nc3c(c(C)nn3-c3ccccc3)c2cc1OC | 1%
N#C/C(=C\c1cccnc1)C(=O)Nc1ccccc1 | -11%
Cc1cc(NS(=O)(=O)c2ccc(NC(=O)c3ccc(Br)o3)cc2)nc(C)n1 | -5%
CC(C)c1cccc2nc3c(c(C(C)(C)C)c12)Cn1c-3cccc1=O | 13%
COC(=O)C1=C(C)N(Cc2ccccc2)C(=O)N[C@H]1c1ccc(Br)cc1 | 0%[57.5 µM]
CC(Sc1nnnn1-c1ccc(Cl)cc1)C(=O)NCC(=O)Nc1ccc(F)c(F)c1F (stereo not drawn) | 0%
CNC(=O)[C@H](C)/C=C(\c1cccnc1)C(NC(=O)OCc1ccccc1)c1ccc(C(=O)OC)cc1 (stereo partly drawn) | -2%
COc1cccc(NC(=O)c2csc3c2CCCC3)c1 | -8%
Cn1c(-c2ccc(=O)[nH]c2)nc2ccccc21 | -35%
FC(F)(F)c1cccc(Cc2noc(CN3CCCC(CN4CCCC4)C3)n2)c1 (stereo not drawn) | 9%
Cc1cc(F)c(F)cc1C(=O)N1CCCC1 | -2%
O=C(CC(NC(=O)C(F)(F)F)c1ccccc1)Nc1nnc(CCc2ccccc2)s1 (stereo not drawn) | 4%
COc1ccc(CN2CCNC(=O)C2CC(=O)NCc2cccc(C)n2)c(OC)c1 (stereo not drawn) | 5%[57.5 µM]
COc1ccc(CNC(=O)NC(C)(C)c2cccc(C(C)(C)NC(=O)NCc3ccc(OC)cc3)c2)cc1 | 2%
Cc1ccc(NC(=O)COC(=O)Cn2cnc3c2c(=O)n(C)c(=O)n3C)cc1Cl | 2%
CCCCOc1ccc(/C=N/NC(=O)C2CCCNC2=O)cc1 (stereo not drawn) | 18%[57.5 µM]
CC(C)(C)NC(=O)c1cc([N+](=O)[O-])ccc1N1CCCCC1 | 5%
O=C(COc1ccccc1C(=O)Nc1ccccc1)NCCc1ccccc1 | -4%
CCOc1ccc(NC(=O)C2C3C=CC4(CN(C(C(=O)OC)C(C)C)C(=O)C24)O3)cc1 (stereo not drawn) | 6%
COc1ccccc1CNC(=O)c1ccc(-c2ccccc2Cl)o1 | ?
O=c1cc(O)c2c(=O)n(Cc3ccccc3)c3ccccc3c2o1 | 5%
Cc1ccccc1OCC(O)CN(CCO)Cc1ccccc1 (stereo not drawn) | -6%

A draw from above in order of count of non-hydrogen atoms, rising:
SMILES | ERK EGF block
Cc1cc(F)c(F)cc1C(=O)N1CCCC1 | -2%
Cn1c(-c2ccc(=O)[nH]c2)nc2ccccc21 | -35%
N#C/C(=C\c1cccnc1)C(=O)Nc1ccccc1 | -11%
Cc1ccccc1OCC(O)CN(CCO)Cc1ccccc1 (stereo not drawn) | -6%
CCN(CC)S(=O)(=O)c1ccc(/C=C/C(=O)Nc2ccc(Br)cc2F)cc1 | -1%
O=C(CC(NC(=O)C(F)(F)F)c1ccccc1)Nc1nnc(CCc2ccccc2)s1 (stereo not drawn) | 4%
CNC(=O)[C@H](C)/C=C(\c1cccnc1)C(NC(=O)OCc1ccccc1)c1ccc(C(=O)OC)cc1 (stereo partly drawn) | -2%

Next section:
SMILES | ERK EGF block
O=C(NCc1ccc(F)cc1)c1ccc[nH]1 | 6%
CC(C)(C)NC(=O)c1cc(-c2ccccc2)n[nH]1 | -4%
CCc1cccc(C)c1NC(=O)COC(=O)c1ccc2c(c1)S(=O)(=O)c1ccccc1C2=O | -7%
O=C(/C=C/c1ccc([N+](=O)[O-])cc1)NNC(=O)C1CC1 | -1%
CCCCCCC(=O)N=Nc1c(O)[nH]c2ccc([N+](=O)[O-])cc12 | -2%
CCOC(=O)c1c(NC(=O)COc2ncnc3ccccc23)sc(C)c1CC | -8%
CCCCC1=CC2=CC(=O)C(C)(OC(=O)CC)C(=O)C2=CN1CCN1CCOCC1 (stereo not drawn) | 0%[57.5 µM]
Cc1cc(C)nc(-n2ncc3c2CC(c2ccccc2C)CC3=O)n1 (stereo not drawn) | 4%
O=C(C1CCN(C2CCN(C/C(Cl)=C/c3ccccc3)CC2)CC1)N1CCOCC1 | -9%[57.5 µM]
COc1cc(NC(=O)c2cccc(Cl)c2)ccc1NC(=O)c1cccs1 | -4%
O=C(O)CCCCCNc1ccc2nsnc2c1[N+](=O)[O-] | 6%
COc1ccc(/C(C)=N/NC(=O)C2C3CCCCC32)c(OC)c1 (stereo not drawn) | 4%
CC(C)(C)c1nc(Sc2ncccc2[N+](=O)[O-])n[nH]1 | -2%[57.5 µM]
COC(=O)c1sccc1NC(=O)CSCC(=O)O | -2%
CC(C)C(N)C(=O)OCCOCn1cnc2c(=O)[nH]c(N)nc21 (stereo not drawn) | -6%
Cc1sc(NC(=O)c2ccccc2)c(C(c2ccccn2)N2CCN(CCO)CC2)c1C (stereo not drawn) | 2%
Cc1ccc(NC(=O)c2cccs2)cc1[N+](=O)[O-] | 1%
O=c1c2c(nc3cc(-c4cccc(F)c4)[nH]n13)CCC2 | 4%
CN(C)c1ccc(/C=C(\C#N)C(=O)NCc2ccco2)cc1 | 4%
Nc1nc2n(n1)C(c1c(F)cccc1Cl)CC(c1ccc(F)cc1)N2 (stereo not drawn) | 0%
Cc1cccc(N2C(=S)NC3c4ccccc4OC2(C)C3C(=O)N(C)C)c1 (stereo not drawn) | 1%
CN(C(=O)COc1ccccc1)C1CCS(=O)(=O)C1 (stereo not drawn) | -14%
O=C(NNC(=O)c1ccccc1-c1ccccc1C(=O)O)c1ccccc1 | -5%
Cc1ccc(C(=O)N/N=C\C=C\c2ccc(Br)cc2)cn1 | 0%
NS(=O)(=O)c1ccc(CNC(=O)Cc2c(F)cccc2Cl)cc1 | -1%
The listing continues:
SMILES | ERK EGF block
COC(=O)[C@@]1(Cc2ccc(F)cc2)[C@H]2c3cc(C(=O)N4CCCC4)n(CCc4c[nH]c5ccccc45)c3C[C@H]2CN1C(=O)c1ccccc1 | 1%
CC(=O)Nc1ccc2nc(SCC(=O)N3CCOCC3)sc2c1 | -1%
O=C(N/N=C/c1cccnc1)c1cccs1 | -5%[57.5 µM]
Cc1cc(C(=O)CSc2nnnn2C)c(C)n1Cc1ccco1 | 6%[57.5 µM]
CCC(C)/C(C)=N/NC(=O)c1ccccc1OCCOc1ccccc1 (stereo not drawn) | -5%
COc1ccc(C(=O)N2CCC(n3c(C)nc4cc(F)ccc43)CC2)cc1 | 3%
COc1ccc(/C=c2\s/c(=C(/C#N)C(=O)NCc3ccco3)n(-c3ccccc3)c2=O)cc1 | 0%
COc1ccc(O)c(/C=N/Nc2nc3ccccc3[nH]2)c1 | -7%
NC(=O)C1CCN(CC(=O)Nc2ccccc2Sc2ccc(Cl)cc2)CC1 | 4%
NC(=O)NC(=O)COC(=O)c1ccccc1OCc1ccc(F)cc1 | 3%[57.5 µM]
COc1ccc(NC(=O)c2nc[nH]c2C(=O)N2CCN(C(=O)OC(C)(C)C)CC2)cc1 | -6%[57.5 µM]
CC(CCc1ccccc1)NCC(O)c1ccc(O)c(C(N)=O)c1 (stereo not drawn) | -10%[57.5 µM]
CCCCSCCCNC(=S)Nc1ccccc1C | 0%
CN(c1ccccc1)S(=O)(=O)c1cccc(C(=O)NCCc2ccc(O)c(O)c2)c1 | ?
O=C(NNC(=S)Nc1ccccc1)Nc1ccccc1 | -12%
Cc1ccc(CN2C(=O)N/C(=C/c3ccc4c(c3)n(C)c(=O)n4C)C2=O)cc1 | 4%
CCCOc1ccc(C(=O)NCCc2ccccc2)cc1 | -3%
Cc1ccccc1OCC(O)Cn1nnc2ccccc21 (stereo not drawn) | 3%
Cc1cccc(OCC2CCCN(Cc3nc(C4CC4)no3)C2)c1 (stereo not drawn) | 11%
CCOC(=O)c1c(NC(=O)CN2C(=O)NC3(CCCCC3C)C2=O)sc(C)c1C (stereo not drawn) | -1%
COc1cc2c(cc1OC)CN(CC(=O)NC(=O)NCc1ccccc1)CC2 | 4%
O=S(=O)(c1cccc2cnccc12)N1CCNCC1 | -10%
